G6PDH counter: inhibits Leuconostoc G6PDH, flagging false hits in G6PDH-based assays. Purified L. mesenteroides G6PDH, diaphorase/resazurin coupled fluorescence, 45 min. inhibition, % at 5 µM. actives 0.12% (n = 200,000); in the data active means inhibition above about 50%
TR-FRET SRC-2 ct: counter-screen for PPARgamma SRC-2 recruitment agonists: TR-FRET artefact; AID 1049; stronger effect = higher value; TR-FRET ratio at 8 µM; actives 0.4% (n = 200,000); in the data active means TR-FRET ratio above about 2000; further: inactives centre near 1500
PPARg SRC-2 ag: promotes SRC-2 coactivator recruitment by human PPARgamma | P37231 | PPARgamma LBD-SRC-2 recruitment, biochemical | activation, % at 8 µM | actives 0.34% (n = 200,000); in the data active means activation above about 22%;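 further: 0% = vehicle and 100% = reference agonist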
Target sequence (P37231 whole entry, looked up, the tested form may be a part): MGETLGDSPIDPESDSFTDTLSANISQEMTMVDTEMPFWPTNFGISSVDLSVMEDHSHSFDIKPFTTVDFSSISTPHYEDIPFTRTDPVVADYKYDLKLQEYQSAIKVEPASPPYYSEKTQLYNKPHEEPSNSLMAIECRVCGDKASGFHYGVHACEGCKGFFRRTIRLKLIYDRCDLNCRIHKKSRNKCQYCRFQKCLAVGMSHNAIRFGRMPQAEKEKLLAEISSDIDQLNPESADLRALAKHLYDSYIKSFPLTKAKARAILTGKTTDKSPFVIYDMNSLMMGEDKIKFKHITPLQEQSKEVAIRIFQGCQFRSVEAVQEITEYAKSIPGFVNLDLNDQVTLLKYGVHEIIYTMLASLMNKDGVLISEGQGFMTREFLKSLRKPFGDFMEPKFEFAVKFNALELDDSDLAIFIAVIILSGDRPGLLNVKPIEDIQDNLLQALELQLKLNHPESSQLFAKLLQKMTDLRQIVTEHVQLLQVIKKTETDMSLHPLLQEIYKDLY
ROMK mod: modulates human ROMK potassium channel activity; actives 2% (n = 130,000); B-score at 10 µM; P48048; Tet-inducible ROMK, thallium flux fluorescence; actives lie on both sides;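 active means signal ratio slope over the read window, or its plate-corrected B-score, at least 3 SD from the plate mean, either direction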;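 further: B-score of the F/F0 ratio slope over 7 to 12 s after thallium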
Target sequence (P48048 whole entry, looked up): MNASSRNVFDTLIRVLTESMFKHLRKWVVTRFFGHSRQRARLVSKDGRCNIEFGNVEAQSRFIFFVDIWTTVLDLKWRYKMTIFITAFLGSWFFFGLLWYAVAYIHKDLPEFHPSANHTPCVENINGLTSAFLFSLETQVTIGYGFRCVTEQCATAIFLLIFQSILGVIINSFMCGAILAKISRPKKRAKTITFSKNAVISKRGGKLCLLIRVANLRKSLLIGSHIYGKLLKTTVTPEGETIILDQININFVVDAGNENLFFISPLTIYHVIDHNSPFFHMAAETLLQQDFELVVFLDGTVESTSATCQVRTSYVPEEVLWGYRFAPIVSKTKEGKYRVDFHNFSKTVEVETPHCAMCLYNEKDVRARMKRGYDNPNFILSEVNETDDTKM
Diaphorase act: diaphorase activation or chemical reduction counter-screen; activation factor at 20 µM; AID 1229; Diaphorase/resazurin coupled assay, resorufin fluorescence, 16 min; stronger effect = higher value; 1 = vehicle wells, 0 = NADH-free wells; actives 0.005% (n = 190,000);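 active means diaphorase activity raised at least twofold by the compound at 20 µM; inactive means activation factor below 2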
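Material: purified diaphorase enzyme from Clostridium kluyveri / Medium: HEPES pH 7.4 buffer with MgCl2 and Tween 20 / Schedule: enzyme reaction of 16 min at room temperature / Measured by: resorufin fluorescence, excitation 544 nm, emission 590 nm / Evaluation: rise in resorufin formation, marking diaphorase activation or chemical reduction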
PPARg SRC-3 ag: PPARgamma-driven SRC-3 recruitment agonism | P37231 | actives 0.26% (n = 200,000) | activation, % at 8 µM | biochemical PPARgamma/SRC-3 coactivator recruitment assay; in the data active means activation above about 23%;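 further: 0% = DMSO and 100% = reference agonist; some compounds past the cut are filed as inactive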
Diaphorase inh: diaphorase inhibition or chemical oxidation counter-screen | inhibition, % at 20 µM | actives 0.69% (n = 190,000) | diaphorase resazurin-to-resorufin fluorescence, NADH, 16 min; bacterial (C. kluyveri) enzyme, not human;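 active means primary screen inhibition at 20 µM above a set limit, cut at about 50% in these data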;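 further: plate controls were DMSO with full reaction for no effect and wells lacking NADH for full effect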
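Assay system: diaphorase enzyme from Clostridium kluyveri. Quantity: enzyme working solution with 0.14 U/mL diaphorase. Schedule: reaction incubation of 16 min at room temperature. Technique: resorufin fluorescence, excitation 544 nm, emission 590 nm. Controls: No-NADH positive control and DMSO neutral control.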
PPARg SRC1 recr: promotes SRC-1 coactivator recruitment by human PPARgamma. PPARgamma-SRC-1 coactivator recruitment biochemical assay. activation, % at 8 µM. actives 0.41% (n = 200,000). P37231; in the data active means activation above about 19%;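 further: 0% = DMSO and 100% = reference agonist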
PMI activator: increases human mannose-6-phosphate isomerase activity | purified human PMI, coupled resazurin fluorescence, 20 min; stronger effect = higher value; 1 = vehicle control, 0 substrate-free wells | actives 0.005% (n = 190,000) | P34949 | activation factor at 20 µM;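 active means activation factor of 2 or more at 20 µM, relative to plate controls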
S1P3 antagonist: S1P3 (human) receptor antagonism; Q99500; CHO S1P3 NFAT-BLA reporter, FRET fluorescence, antagonist mode; inhibition, % at 4.98 µM; actives 0.27% (n = 170,000); AID 485;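 active means inhibition above the plate cutoff, the mean inhibition of test wells on that plate plus 3 SD, cut at about 28% in these data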;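 further: cells challenged with S1P at its EC80 of 0.8 µM; blue over green emission ratio from cleaved BLA substrate after 4 h stimulation; 0% = S1P-stimulated wells and 100% = unstimulated DMSO-only wells; some compounds past the cut are filed as inactive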
PMI act hi M6P: activators of human phosphomannose isomerase at near-saturating mannose 6-phosphate | actives 0.34% (n = 190,000) | P34949 | coupled PMI enzyme assay, resazurin fluorescence, 20 min; stronger effect = higher value; 1 = untreated enzyme, 0 = substrate-free blank | activation factor at 20 µM;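 active means activation factor of 2 or more at 20 µM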
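Test system: human phosphomannose isomerase with PGI, G6PDH, diaphorase coupling enzymes; amount: 15 ng/mL PMI; incubation: enzyme reaction with compound 20 min at room temperature; technique: resorufin fluorescence (Ex 544/Em 590 nm) from resazurin via diaphorase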
Starred values were filed as active, the others as inactive; · = not tested or not shown. Outcome played no part in choosing rows. About 3.3% of those tested had a hit in this group.

SMILES	G6PDH counter	TR-FRET SRC-2 ct	PPARg SRC-2 ag	ROMK mod	Diaphorase act	PPARg SRC-3 ag	Diaphorase inh	PPARg SRC1 recr	PMI activator	S1P3 antagonist	PMI act hi M6P
O=C(Nc1ccc(S(=O)(=O)N2CCCCC2)cc1)c1cnccn1	3	1609	-6	·	0.9	-9	8	7	0.9	-41	1
CC(=O)Nc1cccc(/C(C)=N/NC(=O)c2ccc3c(c2)OCO3)c1	3	1513	-1	-0.02	0.9	3	10	8	0.9	10	0.9
CN(C)c1ccc(/C=N/N=C2/SC(CC(=O)O)C(=O)N2c2ccc(O)cc2)cc1 (stereo not given)	5	1623	3	-1.5	1.1	4	-6	2	1.1	8	1
CNC(=O)c1c(N)sc2c1CCCCC2	-5	1805	-8	-0.15	0.7	5	29	16	1.4	-14	1.6
COC(=O)c1sc(NC(=O)CC(C)C)c(C(=O)OC)c1C	-1	1435	2	-0.074	0.9	4	10	2	1	·	0.9
COc1cccc(N(CC(=O)Nc2cccc(C(C)=O)c2)S(C)(=O)=O)c1	12	1633	4	·	0.8	4	16	5	0.9	10	0.9
CCCCOc1ccccc1NC(=O)C=C(C)C	2	1471	1	-0.89	0.9	-9	8	0	0.9	11	1
Cc1no[n+]([O-])c1COc1ccccc1/C=N/n1nnnc1N	4	1687	8	0.84	0.8	0	21	5	0.9	3	1
Cc1ccccc1OCC(O)Cn1c(NCc2ccccc2)nc2c1c(=O)[nH]c(=O)n2C (stereo not given)	2	1529	12	·	1	10	-2	2	1.1	·	1
CN1CCc2nc(SCC(=O)Nc3ccc(OC(F)(F)F)cc3)c(C#N)c(-c3cccs3)c2C1	3	1640	3	·	0.9	3	13	-6	0.8	4	0.5
O=C(CCC(=O)c1ccc[nH]1)c1ccc(Cl)cc1	6	1442	-3	·	1.1	-4	-7	-6	1.1	30	1
COc1cc(NC(=S)NCCSc2ccc(C)cc2)cc(OC)c1	7	1474	7	·	0.9	0	11	6	0.9	-4	0.9
O=C1OC(/C(=C\Nc2cc(Cl)ccc2O)[N+](=O)[O-])c2ccccc21 (stereo not given)	18	1719	-3	-0.24	0.7	-4	30	-5	0.9	9	0.9
CC1CCN(c2ccc(C(F)(F)F)cc2N)CC1	2	1533	8	-0.89	0.9	6	8	15	1	-13	1
Cc1cc(C)cc(C(=O)NCC(=O)OCc2c(C)noc2C)c1	17	1523	-7	-0.55	1	0	3	0	1	-9	1.1
COC(=O)/C(C#N)=C/c1c(Oc2cc(C)cc(C)c2)nc2c(C)cccn2c1=O	10	1699	-5	0.54	0.9	2	10	-3	1.2	-9	1.3
CCCCCOc1ccc(CSC(=N)N)cc1[N+](=O)[O-]	3	1524	8	·	0.9	3	5	-2	0.9	·	0.9
Cn1nnnc1SCc1ccc(Cl)cc1	1	1601	5	-0.15	0.9	3	7	8	1.1	2	1
O=c1c(C=NCc2ccccc2)c(NCc2ccccc2)nc2ccccn12	16	1582	-7	0.87	0.7	-4	26	-5	0.8	-21	0.8
CCOC(=O)C(C)Sc1nnc(-c2ccccc2O)n1Cc1ccccc1 (stereo not given)	17	1402	-7	·	0.9	0	7	0	1	21	0.9
CCc1c(C)c2cc(Cl)c(O)c(CN3CCCCC3)c2oc1=O	8	1480	6	1.3	0.9	5	14	10	1	·	1
Cc1cc2cc(CNC(=O)c3ccc4c(c3)OCO4)ccc2[nH]1	6	1600	9	·	0.8	-7	15	2	0.9	-15	0.8
O=C(CC1CCS(=O)(=O)C1)NC1CCCCC1 (stereo not given)	4	1747	1	-1.4	0.9	-2	14	4	1	25	1
O=c1cc(CN2CCN(CCO)CC2)c2cc3c(cc2o1)CCC3	4	1604	-9	-1.1	0.8	-4	15	-5	1	-9	1

Copied from the entries so far, twelve compounds:
SMILES	G6PDH counter	TR-FRET SRC-2 ct	PPARg SRC-2 ag	ROMK mod	Diaphorase act	PPARg SRC-3 ag	Diaphorase inh	PPARg SRC1 recr	PMI activator	S1P3 antagonist	PMI act hi M6P
O=C1OC(/C(=C\Nc2cc(Cl)ccc2O)[N+](=O)[O-])c2ccccc21 (stereo not given)	18	1719	-3	-0.24	0.7	-4	30	-5	0.9	9	0.9
CC1CCN(c2ccc(C(F)(F)F)cc2N)CC1	2	1533	8	-0.89	0.9	6	8	15	1	-13	1
Cc1cc(C)cc(C(=O)NCC(=O)OCc2c(C)noc2C)c1	17	1523	-7	-0.55	1	0	3	0	1	-9	1.1
COC(=O)/C(C#N)=C/c1c(Oc2cc(C)cc(C)c2)nc2c(C)cccn2c1=O	10	1699	-5	0.54	0.9	2	10	-3	1.2	-9	1.3
CCCCCOc1ccc(CSC(=N)N)cc1[N+](=O)[O-]	3	1524	8	·	0.9	3	5	-2	0.9	·	0.9
Cn1nnnc1SCc1ccc(Cl)cc1	1	1601	5	-0.15	0.9	3	7	8	1.1	2	1
O=c1c(C=NCc2ccccc2)c(NCc2ccccc2)nc2ccccn12	16	1582	-7	0.87	0.7	-4	26	-5	0.8	-21	0.8
CCOC(=O)C(C)Sc1nnc(-c2ccccc2O)n1Cc1ccccc1 (stereo not given)	17	1402	-7	·	0.9	0	7	0	1	21	0.9
CCc1c(C)c2cc(Cl)c(O)c(CN3CCCCC3)c2oc1=O	8	1480	6	1.3	0.9	5	14	10	1	·	1
Cc1cc2cc(CNC(=O)c3ccc4c(c3)OCO4)ccc2[nH]1	6	1600	9	·	0.8	-7	15	2	0.9	-15	0.8
O=C(CC1CCS(=O)(=O)C1)NC1CCCCC1 (stereo not given)	4	1747	1	-1.4	0.9	-2	14	4	1	25	1
O=c1cc(CN2CCN(CCO)CC2)c2cc3c(cc2o1)CCC3	4	1604	-9	-1.1	0.8	-4	15	-5	1	-9	1

The results go on:
SMILES	G6PDH counter	TR-FRET SRC-2 ct	PPARg SRC-2 ag	ROMK mod	Diaphorase act	PPARg SRC-3 ag	Diaphorase inh	PPARg SRC1 recr	PMI activator	S1P3 antagonist	PMI act hi M6P
COc1ccc(NS(=O)(=O)c2ccc(NC(=O)CCNS(=O)(=O)c3ccc(C)cc3)cc2)cc1	3	1464	4	1.1	0.8	-2	21	-6	0.9	-20	0.9
O=C(Cc1ccccc1Cl)Nc1cccnc1	-6	1468	-1	0.13	1	5	4	-7	1	-14	1
Clc1ccc(OCCn2ccnc2)c(Cl)c1	-15	1462	-1	·	0.8	11	16	-3	0.9	4	1
CCC1=NN2C(=N)/C(=C\c3cccn3-c3ccc(Br)cc3)C(=O)N=C2S1	-1	1497	1	1.1	0.6	2	41	2	1.1	0	1.1
CCOC(=O)c1nc(Nc2cc(C)cc(C)c2)c2ccccc2n1	1	1623	2	-0.83	0.8	4	16	4	0.9	-21	1
COc1ccc(CN2CCn3ncc(C(=O)Nc4cccc(C)c4)c3C2=O)cc1	13	1490	4	·	1	-10	4	0	1	·	1
CCOc1ccc(C(C)(C)C)cc1S(=O)(=O)n1nc(C)cc1C	1	1464	-2	-3.4	0.9	-18	13	-1	0.9	·	1
COC(=O)NC(Nc1sc2c(c1C(N)=O)CCCC2)(C(=O)OC)C(F)(F)F (stereo not given)	20	1557	9	-0.46	0.7	-1	28	-3	0.9	·	0.7
Cc1cnc(C(=O)Nc2ccc(F)cc2)cn1	6	1562	-11	·	0.9	-1	6	-1	0.9	·	0.9
CCN1CCN(C(=S)Nc2cccc(C(F)(F)F)c2)CC1	10	1407	3	-0.2	0.9	0	9	-3	0.9	-7	0.9
COC(=O)C(Cc1ccc(OC(=O)c2ccc(C)cc2)cc1)N1Cc2ccccc2C1=O (stereo not given)	-10	1629	0	·	0.8	-10	22	4	0.8	·	0.7
CC(=O)Cc1ccccc1OC(=O)c1ccco1	7	1533	-4	·	0.9	-10	8	2	1	-8	1
COc1ccccc1NS(=O)(=O)c1cc(NC(=O)c2cccs2)ccc1N1CCCC1	8	1585	1	1.2	0.8	4	17	8	0.5	9	0.7
COc1ccc(NC(=O)Cn2c(=O)sc3ccccc32)c(OC)c1	5	1616	13	·	0.9	7	10	1	0.9	4	1
C=CCOc1c(OC)cc(/C=N/Nc2cccc(C(=O)O)c2)c(Br)c1Br	-6	1771	-1	·	0.6	3	37	10	1.6	-1	2.4*
COc1ccccc1/C=C/C=N/n1c(-c2cc(C)[nH]n2)n[nH]c1=S	6	1617	5	·	0.5	3	50*	-1	0.8	-2	1
COc1ccc(CNC(=O)C2CCN(C(=O)[C@@H](CC(C)C)NC(=O)OC(C)(C)C)CC2)cc1	5	1662	-1	·	1	2	4	8	1	-32	1
CCCCn1c(=O)c(CC(C)=O)nc2ccccc21	-3	1656	4	0.077	1	3	3	4	1	-21	1
CN(C)c1ccc(C=Nc2ccc(N(C)C)cc2)cc1	7	2825*	95*	·	0.7	104*	33	69*	0.6	·	0.4
CCSc1nnc(NC(=O)C2CCCCC2)s1	7	1463	-6	·	0.9	-13	7	-6	0.9	23	0.9
S=C(NCc1ccccn1)Nc1ccc(Cl)cc1Cl	11	1376	-7	·	0.9	0	8	1	0.9	·	0.9
CCn1cc(C2C(C(=O)Nc3ccc(Br)cn3)=C(C)NC3=C2C(=O)CCC3)c(C)n1 (stereo not given)	1	1491	9	-0.29	1.1	2	-8	6	1	-14	1
N#Cc1ccc(C(=O)N2CCN(S(=O)(=O)c3ccc(Br)s3)CC2)cc1	4	1726	18	·	0.9	0	9	2	1	8	0.9
CCc1ccc(CN2CCCC(CNS(=O)(=O)c3ccc(OC)cc3)C2)cc1 (stereo not given)	9	1662	1	-2	1	6	3	7	1	6	1
COc1ccc(CNc2nc(S(=O)(=O)c3ccccc3)c(Cl)s2)cc1OC	-18	1337	-1	-0.24	0.8	2	19	-10	0.8	-5	0.9
CCN1CCN(c2nc(-c3ccccc3)nc3ccccc23)CC1	-1	1553	-2	·	1	1	-3	-4	1	-5	1
COc1ccc(CNc2nc3nc4c(c(=O)n3[nH]2)CCC4)cc1	11	1612	6	·	0.9	8	7	12	1	·	1
CCN(CC)CCCN1C(=O)C(=O)/C(=C(/O)c2cnn(-c3ccccc3)c2C)C1c1ccncc1 (stereo not given)	·	1446	4	·	·	5	·	-8	·	-15	·
Fc1ccc(C2CC(c3ccco3)n3ncnc3N2)cc1 (stereo not given)	0	1422	8	·	0.8	6	18	-1	0.9	·	0.9
COc1ccc(NC(=S)N2CCOCC2)c(OC)c1	2	1738	2	·	0.9	0	7	-2	1	-1	1.1
O=C1CCC(=O)N1c1ccc(-c2nc3ccccc3s2)cc1	10	1699	25*	0.95	0.8	14	17	28*	1	-6	0.9
